Screens deposited in PubChem BioAssay by National Center for Advancing Translational Sciences (NCATS).
L3MBTL1 block: blocks human L3MBTL1 | Q9Y468 | AlphaScreen L3MBTL1–H3K9me1 peptide binding | Potency, µM (top dose mostly 57.1 µM), for inactives: top-dose activity, negative = inhibition, actives largely listed as inhibitors | 230,000 compounds, 0.66% hits | AID 485360; active means well fitted inhibition curve with a large enough effect; inconclusive means small, poorly fitted or top-dose-only effect; inactive means no such curve, though single readings can be large or run the other way; further: nearly all actives have a fitted effect of over 60% in size
Target sequence (Q9Y468 whole entry, looked up): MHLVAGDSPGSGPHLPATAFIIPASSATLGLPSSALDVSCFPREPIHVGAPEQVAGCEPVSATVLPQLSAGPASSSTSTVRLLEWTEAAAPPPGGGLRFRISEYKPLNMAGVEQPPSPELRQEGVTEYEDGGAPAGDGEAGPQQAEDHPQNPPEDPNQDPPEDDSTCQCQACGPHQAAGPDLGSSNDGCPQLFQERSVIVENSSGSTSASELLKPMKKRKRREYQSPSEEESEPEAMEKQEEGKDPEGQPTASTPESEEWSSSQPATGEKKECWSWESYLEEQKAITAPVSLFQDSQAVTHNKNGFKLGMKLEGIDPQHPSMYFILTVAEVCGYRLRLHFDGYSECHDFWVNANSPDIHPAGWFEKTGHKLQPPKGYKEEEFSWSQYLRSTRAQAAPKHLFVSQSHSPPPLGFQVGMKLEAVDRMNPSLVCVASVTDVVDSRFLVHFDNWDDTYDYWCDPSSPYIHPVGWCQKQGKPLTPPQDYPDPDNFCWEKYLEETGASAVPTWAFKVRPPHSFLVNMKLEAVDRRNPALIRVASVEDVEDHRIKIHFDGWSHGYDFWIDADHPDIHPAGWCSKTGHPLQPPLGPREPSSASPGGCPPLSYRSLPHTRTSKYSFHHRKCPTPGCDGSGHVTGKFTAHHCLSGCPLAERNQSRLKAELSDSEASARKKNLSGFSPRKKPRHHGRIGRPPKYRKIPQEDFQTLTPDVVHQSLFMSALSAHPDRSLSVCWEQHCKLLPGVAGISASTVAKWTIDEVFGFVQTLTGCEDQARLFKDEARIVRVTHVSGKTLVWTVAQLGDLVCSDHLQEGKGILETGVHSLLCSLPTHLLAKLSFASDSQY
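Displacement of a biotinylated histone H3(1-15) peptide monomethylated at Lys9 (75 nM) from L3MBTL1 (50 nM) was measured by AlphaScreen after a 30 min room-temperature compound incubation; cefsulodin titration served as intraplate control.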
* hit, by the source's call; ? = inconclusive; & = joins results of further samples; [ ] = remark or other dose. On the % scale 0 is the no-effect control and ±100 the full control effect; potency means the concentration at half of the fitted maximal effect.

Molecule	L3MBTL1 block
C=CCNC(=O)C1CC1(c1ccc(C)cc1)c1ccc(C)cc1 (stereo not drawn)	38%[activator]
COC(=O)C1=C(C)N(Cc2ccccc2)C(=S)N[C@H]1c1cccc(C(F)(F)F)c1	-4%
O=C(Nc1ccccn1)C1CCN(S(=O)(=O)c2ccc3ccccc3c2)CC1	6%
CCOC(=O)c1ccc(/C=N/O)[n+](Cc2ccccc2)c1	5%
Cc1ccc(S(=O)(=O)N2CCCCC2)cc1NC(=O)CCNC(=O)c1ccccc1	9%
CN(CC(=O)NC1CCCC1)S(=O)(=O)c1cccc(Cl)c1	-4%
CC(=O)Nc1cccc(C(=O)OCC(=O)Nc2c(C)nn(-c3ccccc3)c2C)c1	7%
CCCN(CC(=O)Nc1ccccc1C)C(=O)c1ccc(C(=O)c2ccccc2)cc1	-4%
O=C(O)c1ccc(CNS(=O)(=O)c2ccc(Oc3ccccc3Cl)cc2)cc1	0%
O=C(OCC(=O)N1CCC(Cc2ccccc2)CC1)c1ccc(CO)cc1	-1%
O=C(CC1SC(N2CCCCC2)=NC1=O)Nc1cccc(C(=O)NCc2ccccc2)c1 (stereo not drawn)	-2%
CCCN(C(=O)CSc1n[nH]c(-c2ccc(OC)cc2)n1)c1c(N)n(Cc2ccccc2)c(=O)[nH]c1=O	-9%
Cc1cc(NC(=O)COc2ccccc2C#N)no1	0%
Cc1c(C(=O)OCc2nnc(-c3ccccc3)o2)oc2ccccc12	-1%
CC(C)Oc1ccc(S(=O)(=O)N2CCOCC2)cc1NC(=O)CC1OC(=O)c2ccccc21 (stereo not drawn)	-8%
CC1(C)CC(=O)C(C(c2ccc(Br)cc2)C2C(=O)CC(C)(C)CC2=O)C(=O)C1	-1%
Cc1cc(C(=O)Nc2ccc(Br)cc2)c2ccccc2n1	-4%[2.29 µM]
COCc1cc(C)nc2sc(C(=O)Nc3ccc(C(=O)OC)cc3)c(N)c12	2%
CCOc1ccccc1/C=N/Nc1cc(C)nc2ccc(C)cc12	-8%
Cc1ccc(C)c(NC(=O)CN(C)C(=O)COc2cccc3c2OC(C)(C)C3)c1	5%
Cc1ccc(S(=O)(=O)N2CCCCC2CCNC(=O)C(=O)NCc2ccccc2)cc1 (stereo not drawn)	-12%
COC(=O)c1sc(NC(=O)COC(=O)C2CCC2)c(C(=O)OC)c1C	11%
C=CC[C@@H](CC(=O)N[C@H](CO)Cc1ccccc1)C(=O)N[C@H](C)COC(=O)[C@@H](CC=C)Cc1ccc(F)cc1	6%
O=C(CNC(=O)c1cccs1)Nc1ncccc1O	-9%
O=C(c1ccc(S(=O)(=O)N2CCCCC2)cc1)N1CCCC(C(F)(F)F)C1 (stereo not drawn)	4%
O=C(CN1CCN(CC(=O)Nc2ccccc2Cl)CC1)NCC1(N2CCCCC2)CCCCC1	1%
CC(C)(C)c1ccc(C(=O)Nn2cnnc2)cc1	0%
CN(CCOc1ccc(Cl)cc1)C(=O)CN1C(=O)NC2(CCCCC2)C1=O	3%
CCOC(=O)c1sc(NC(=O)Cc2ccccc2OC)nc1C	-2%
O=C(c1ccc(NS(=O)(=O)c2ccc(F)cc2)cc1)N1CCCCCC1	-4%

14 neighbouring compounds from above:
Molecule	L3MBTL1 block
C=CCNC(=O)C1CC1(c1ccc(C)cc1)c1ccc(C)cc1 (stereo not drawn)	38%[activator]
COC(=O)C1=C(C)N(Cc2ccccc2)C(=S)N[C@H]1c1cccc(C(F)(F)F)c1	-4%
O=C(Nc1ccccn1)C1CCN(S(=O)(=O)c2ccc3ccccc3c2)CC1	6%
CCOC(=O)c1ccc(/C=N/O)[n+](Cc2ccccc2)c1	5%
Cc1ccc(S(=O)(=O)N2CCCCC2)cc1NC(=O)CCNC(=O)c1ccccc1	9%
CN(CC(=O)NC1CCCC1)S(=O)(=O)c1cccc(Cl)c1	-4%
CC(=O)Nc1cccc(C(=O)OCC(=O)Nc2c(C)nn(-c3ccccc3)c2C)c1	7%
CCCN(CC(=O)Nc1ccccc1C)C(=O)c1ccc(C(=O)c2ccccc2)cc1	-4%
O=C(O)c1ccc(CNS(=O)(=O)c2ccc(Oc3ccccc3Cl)cc2)cc1	0%
O=C(OCC(=O)N1CCC(Cc2ccccc2)CC1)c1ccc(CO)cc1	-1%
O=C(CC1SC(N2CCCCC2)=NC1=O)Nc1cccc(C(=O)NCc2ccccc2)c1 (stereo not drawn)	-2%
CCCN(C(=O)CSc1n[nH]c(-c2ccc(OC)cc2)n1)c1c(N)n(Cc2ccccc2)c(=O)[nH]c1=O	-9%
Cc1cc(NC(=O)COc2ccccc2C#N)no1	0%
Cc1c(C(=O)OCc2nnc(-c3ccccc3)o2)oc2ccccc12	-1%

More results follow.
Molecule	L3MBTL1 block
O=C(CCNC(=O)c1ccccc1)Nc1ccc(Cl)c(S(=O)(=O)N2CCCCC2)c1	0%
CCN(C(=O)CSc1nnc(-c2ccco2)n1Cc1ccccc1)C1CCS(=O)(=O)C1 (stereo not drawn)	0%
O=C(CN1CCN(c2ccc(F)cc2)CC1)Nc1ccccc1	14%
COc1ccc(CC(=O)OCC(=O)c2ccc(OC)c(OC)c2)cc1	4%
Clc1cccc(OCCCn2ccnc2)c1	-4%
O=S(=O)(c1ccc2c(c1)CCN2)N1CCOCC1	-6%
CC1(NC(=O)Cn2cc(C(F)(F)F)ccc2=O)CCS(=O)(=O)C1 (stereo not drawn)	2%
CN1CCN(CC(O)COc2ccccc2)CC1 (stereo not drawn)	10%
NS(=O)(=O)c1cccc(NC(=O)c2cccc(S(=O)(=O)N3CCCCCC3)c2)c1	3%
Cc1ccc(NC(=O)CCNC(=O)c2ccccc2Cl)cc1S(=O)(=O)N1CCOCC1	3%
O=C(COC(=O)c1ccccc1Br)Nc1cccnc1Cl	-4%
COCCNC(=O)Cn1nc(-c2ccccc2F)ccc1=O	3%
COc1ccc(S(=O)(=O)N2CCN(C(=O)c3ccc(=O)[nH]n3)CC2)cc1OC	10%
O=C(Cc1ccc(F)cc1)N1CCN(c2ccc(F)cc2)CC1	3%
O=C(Cn1cnc2c(OCc3ccccc3)ncnc21)N1CCN(c2ccccn2)CC1	8%
CCCCN1C(=O)/C(=C2/Sc3ccc(OC)cc3N2CC)SC1=S	4%[2.29 µM]
C=CCN1C(=S)CC(c2ccccc2)=Nc2ccccc21	-9%
CN(c1ccccc1)S(=O)(=O)c1cccc(NC(=O)C2=NN(c3ccccc3)C(=O)CC2)c1	0%
COc1cc(/C=C/C(=O)NC(=O)c2ccccc2O)ccc1OC(C)=O	29%
CCN(CC(=O)Nc1c(F)cccc1F)C(=O)c1ccc(N2CCCC2=O)cc1	-3%
CCc1ccc(OC(=O)Nc2ccccc2)cc1	-2%
COc1cc(C(=O)OCC(=O)NCCC2=CCCCC2)cc(OC)c1OC	8%
CC1CCCN(C(=O)CCNS(=O)(=O)c2ccc(Br)cc2)C1 (stereo not drawn)	-4%
CCOC(=O)c1c(CN2CCOCC2)oc2ccc(OC(C)=O)cc12	-2%
Nc1c(C(=O)OCC(=O)Nc2cccc([N+](=O)[O-])c2)[nH]c(=O)[nH]c1=O	32µM*
CC(Oc1ccc(F)cc1)C(=O)Nc1ccccc1C(=O)N1CCCCC1 (stereo not drawn)	5%
COc1cccc(C(=O)OCC(=O)NCCC2=CCCCC2)c1	-1%
COc1ccc(OC)c(NC(=O)c2cc(S(=O)(=O)N(C)C)ccc2N2CCCC2)c1	-8%
CCOC(=O)c1cc(-c2ccccc2C)nn1Cc1cc(CC)no1	57%[activator]
Cc1ccc(OCC(=O)N2CCN(S(=O)(=O)c3ccc4c(c3)OCCO4)CC2)c(C)c1	2%

Carrying on.
Molecule	L3MBTL1 block
CCOc1ccc(NC(=O)COc2ccc(-n3cnnn3)cc2)cc1	0%
CC(C)Oc1ccc(CN2CCCC(CO)(Cc3ccccc3)C2)cc1CO (stereo not drawn)	8%[2.29 µM]
COC(=O)[C@H](Cc1ccccc1)NC(=O)[C@@H](N)CC(=O)OCc1ccccc1	6%
CCN(CC)S(=O)(=O)c1ccc(N2CCCCC2)c(NC(=O)C2CCN(C(=O)c3ccc(F)cc3)CC2)c1	-10%
CCOc1ccc(NC(=O)CN(C)C(=O)CN2C(=O)C3CCCCC3C2=O)cc1OCC (stereo not drawn)	-1%
CN(C)S(=O)(=O)c1cccc(NC(=O)COC(=O)[C@H](Cc2ccccc2)NC(=O)c2ccco2)c1	-11%
CC(Sc1nccn1C)C(=O)Nc1ccc(Cl)cn1 (stereo not drawn)	-7%
O=C(CSc1nc(=O)n2ccccc2n1)N1CCCc2ccccc21	7%
CCOC(=O)Nc1ccc2c(c1)N(C(=O)CN(CC)CC)c1ccccc1CC2	3%
O=C(Nc1nnc(CCc2ccccc2)s1)c1ccccc1	-4%
CCCCc1cc(=O)oc2cc(C)cc(OCC(=O)N3CCC(C(=O)O)(c4ccccc4)CC3)c12	0%
CN(Cc1ccccc1)c1ccc(C(CC(N)=O)NC(=O)c2ccc(Br)cc2)cc1[N+](=O)[O-] (stereo not drawn)	-15%
O=C(COc1cccc2c1CCNC2=O)Nc1ccc(F)cc1	-6%
COc1ccc(CC(=O)NCc2ccccc2)cc1OC	-3%
Cc1cc(C)nc(SSc2nc(C)cc(C)n2)n1	-4%
COc1ccccc1C(=O)NCC(=O)NNC(=O)c1cccs1	3%
COc1ccc(S(=O)(=O)N2CCN(C(=O)c3cccnc3)CC2)cc1OC	0%
CCOc1ccc(C2=CSC3=NCCN23)cc1Cl	5%
O=C1COc2ccc(C(=O)COC(=O)c3ccccc3[N+](=O)[O-])cc2N1	-1%
COc1ccc(CNC(=O)COC(=O)C(CCSC)N2C(=O)c3ccccc3C2=O)cc1 (stereo not drawn)	0%
COc1ccc(Cl)cc1NC(=O)CN(C)C(=O)c1cn2ccccc2n1	0%
CS(=O)(=O)Nc1ccc(C(=O)Nc2ccccc2-c2ccccc2)cc1	-6%
Cc1cccc(C(=O)OCC(=O)NC(=O)c2ccccc2)c1O	39%[activator]
CCOC(=O)C1=CN(Cc2cccc(F)c2)S(=O)(=O)N(CC)C1c1ccc(Br)cc1F (stereo not drawn)	-2%
CCCN(Cc1nnc(-c2ccccc2Cl)o1)C(=O)c1cc(S(=O)(=O)N2CCOCC2)ccc1F	5%
CCN1CCN(c2ccc(N3CCN(C(=O)c4ccc(Br)o4)CC3)nn2)CC1	-18%
COc1ccc(-c2sc3ccccc3c2-c2ccc(OCCN3CCOCC3)cc2)cc1	-6%
O=C(COC(=O)CNC(=O)c1ccccc1Cl)Nc1cc(C(F)(F)F)ccc1Cl	-7%
O=C(COC(=O)CCC(=O)c1cccs1)Nc1cccc(F)c1	5%
Cc1ccc(NC(=O)c2cc(=O)[nH]c3ccc(S(=O)(=O)N4CCOCC4)cc23)nc1	9%

(continued)
Compound,L3MBTL1 block
CCN1CCN(CC(=O)N/N=C/c2cc(Br)cs2)CC1,?
CC1CCC2(CC1)NC(=O)N(CC(=O)NC1(C#N)CCCCC1)C2=O (stereo not drawn),4%
COCC(COS(N)(=O)=O)C(C)C (stereo not drawn),2%
CC1CC(C)CN(C(=O)COC(=O)C2CCN(S(=O)(=O)c3ccc4c(c3)OCCO4)CC2)C1 (stereo not drawn),-5%
Cc1cc(C)c(C)c(S(=O)(=O)N(C)CCc2ccccn2)c1C,-1%
CC(=O)Nc1cc2nc(C)n(Cc3ccc([N+](=O)[O-])cc3)c2nc1C,3%
CN(c1ccccc1)S(=O)(=O)c1cccc(NC(=O)c2ccc(=O)[nH]c2)c1,-1%
CC1CC(Nc2ccccc2)c2ccccc2N1C(=O)c1ccccc1F (stereo not drawn),1%[2.29 µM]
COc1ccc(NC(=O)CN(C)C(=O)CCNC(=O)c2ccccc2OC)cc1,-1%
CCOc1ccc(NC(=O)COc2ccc(C(=O)NCC3CCCO3)cc2OC)cc1 (stereo not drawn),8%
Cc1ccc(OCc2nnc(SC(C)C(=O)O)n2-c2ccccc2)cc1 (stereo not drawn),11%
CC(C)CC[C@@H](O)[C@](C)(O)C1CC[C@@]2(O)C3=CC(=O)[C@@H]4C[C@@H](O)[C@@H](O)C[C@]4(C)C3CC[C@]12C (stereo partly drawn),0%
CC(C)NS(=O)(=O)c1ccc(NC(=O)C(C)OC(=O)CCC(=O)c2cccs2)cc1 (stereo not drawn),-5%
CCC1CCC(N2CCN(c3cccc(OC)c3)CC2)CC1 (stereo not drawn),-6%
O=C(COC(=O)CCc1ccccc1)NNC(=O)c1ccccc1,-9%
COc1ccc2c(c1)CCCC21NC(=O)N(CC(=O)N2CC(C)OC(C)C2)C1=O (stereo not drawn),-2%
CCC(CO)Oc1cc(NCc2ccc(Cl)cc2)c2ncn(C(C)C)c2c1 (stereo not drawn),-16%
CC(C)NC(=O)Nc1cccc2c1O[C@H](CN(C)C(=O)Nc1ccccc1)[C@@H](C)CN([C@H](C)CO)C2=O,0%
N#Cc1ccccc1S(=O)(=O)N1CCN(C(=O)C2COc3ccccc3O2)CC1 (stereo not drawn),?
C[C@H](CO)N1C[C@H](C)[C@@H](CN(C)S(=O)(=O)c2ccc(F)cc2)Oc2ccc(NC(=O)NC3CCCCC3)cc2C1=O,-1%

Next structures:
Compound,L3MBTL1 block
O=C(Nc1ccc(CN2CCOCC2)cc1)c1ccc(Cl)cc1Cl,3%
Cn1nnnc1Sc1ncnc2scc(-c3cccc(S(C)(=O)=O)c3)c12,-5%
Nc1nc(COC(=O)C2CC(=O)N(Cc3ccccc3Cl)C2)nc(Nc2ccccc2)n1 (stereo not drawn),-3%
Cc1ncn(-c2ccccc2)c1-c1ccccc1,-14%
C[C@H](CO)N1C[C@H](C)[C@@H](CN(C)S(=O)(=O)c2ccccc2)Oc2c(NS(=O)(=O)c3ccc(F)cc3)cccc2C1=O,2%
COc1cccc(-c2ccc3ncnc(NCc4cc(C)cs4)c3c2)c1,7%&-3%

A portion of the library; rates above refer to the full screens.
